Screening data (PubChem BioAssay)
RBX1-CUL1 inh – inhibitors of human ROC1-CUL1 ubiquitin ligase activity; E3 ubiquitin-protein ligase RBX1 (Homo sapiens) + Cullin-1 (Homo sapiens), P62877+Q13616; in vitro K48 di-Ub FRET, acceptor:donor ratio, 45 min; 140,000 tested, 0.6% active; inhibition, % at 10 µM; in the data active = inhibition above about 25%
Target sequence (P62877 whole entry, looked up): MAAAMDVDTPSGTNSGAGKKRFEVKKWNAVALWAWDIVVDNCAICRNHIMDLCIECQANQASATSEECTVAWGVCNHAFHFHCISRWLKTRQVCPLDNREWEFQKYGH
Target sequence (Q13616 whole entry, looked up): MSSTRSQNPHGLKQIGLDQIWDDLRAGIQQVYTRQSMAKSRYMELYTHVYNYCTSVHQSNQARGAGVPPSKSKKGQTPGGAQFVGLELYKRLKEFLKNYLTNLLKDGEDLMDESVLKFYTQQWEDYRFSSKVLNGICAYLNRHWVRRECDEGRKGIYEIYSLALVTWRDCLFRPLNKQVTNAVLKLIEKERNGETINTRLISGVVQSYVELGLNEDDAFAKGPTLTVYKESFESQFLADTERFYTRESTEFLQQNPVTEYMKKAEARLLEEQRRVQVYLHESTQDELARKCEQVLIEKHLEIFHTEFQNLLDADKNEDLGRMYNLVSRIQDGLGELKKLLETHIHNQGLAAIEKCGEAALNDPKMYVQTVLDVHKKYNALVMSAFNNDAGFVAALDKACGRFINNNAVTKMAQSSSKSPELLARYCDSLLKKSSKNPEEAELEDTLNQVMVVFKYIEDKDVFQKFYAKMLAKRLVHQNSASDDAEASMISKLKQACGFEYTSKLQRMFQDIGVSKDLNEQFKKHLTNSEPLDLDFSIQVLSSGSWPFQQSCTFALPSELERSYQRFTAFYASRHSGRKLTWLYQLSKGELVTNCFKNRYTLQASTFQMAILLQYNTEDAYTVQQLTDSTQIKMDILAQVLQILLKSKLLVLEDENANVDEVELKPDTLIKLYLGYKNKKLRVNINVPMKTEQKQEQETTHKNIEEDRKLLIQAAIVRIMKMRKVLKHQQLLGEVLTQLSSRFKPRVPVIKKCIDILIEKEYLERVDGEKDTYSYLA
Active calls of the source: *. The list is partial; count on the stated rates, not on these rows.

Molecule	RBX1-CUL1 inh
Cc1ccccc1N1CCN(CC(=O)NCc2ccccc2)CC1	-2.2
CC(C)c1ccc(C2C(C(=O)c3cc4ccccc4o3)C(=O)C(=O)N2c2nnc(SCc3cccc4ccccc34)s2)cc1 (configuration not stated)	-4.3
CSc1nncc(CS(=O)(=O)N(C)C)n1	9.2
COCCCNc1nc2nonc2nc1N(C)C1CCOCC1	-4.2
Cc1ccc(Oc2nc(-c3ccncc3)nc3ccccc23)cc1	-1.6
Cc1cc(N2C(=O)NC(=O)/C(=C\c3cccc(Br)c3)C2=O)ccc1Br	-1.3
COC(=O)c1ccccc1NC(=O)CC1SC(=Nc2ccccc2)N(CCCCO)C1=O (configuration not stated)	-7.0
O=C(Nc1ccc(N2CCOCC2)c(Cl)c1)c1ccc(-c2ccc(Br)cc2)o1	-6.1
CCOC(=O)c1c(NC(=O)c2ccc(OC)cc2)sc(C(=O)Nc2cccc(C(F)(F)F)c2)c1C	0.0
CCCS(=O)(=O)c1ncc(CN2CCN(C(=O)OCC)CC2)n1CC1CCCO1 (configuration not stated)	-0.6
COc1ccccc1N1CCC(NC2COc3ccccc3C2)CC1 (configuration not stated)	2.0
COC(=O)c1c(-c2ccc(F)cc2)csc1NC(=O)c1ccc(F)cc1	-8.6
O=C(NC(Cc1ccccc1)c1ccc2c(c1)OCCCO2)c1ccc(F)cc1 (configuration not stated)	3.5
C#CCOc1ccc(/C=C2\SC(=S)N(CCC(=O)O)C2=O)cc1OC	-5.7
CC(=O)c1cccc(NC(=O)c2onc3c2CCCC3)c1	4.2
CNc1ccc(C(=O)N2CCC(CCn3cccn3)CC2)cn1	0.5
O=C(NCC12CC3CC(CC(C3)C1)C2)c1cc2nc(-c3ccccc3)cc(C(F)(F)F)n2n1	8.6
O=C(CCc1ccccc1F)N1CCc2[nH]nc(-c3cccc(F)c3)c2C1	3.5
CCOC(=O)C1=C(c2ccccc2)N=c2s/c(=C\c3c(C)n(Cc4ccccc4Cl)c4ccccc34)c(=O)n2C1c1ccc(SC)cc1 (configuration not stated)	-6.0
O=C(CSc1nc2c([nH]c3ccccc32)c(=O)n1-c1ccccc1)NCc1ccc(F)cc1	-6.0
O=C(Nc1ccccc1C(=O)OCc1cc(=O)n2nc(C3CC3)sc2n1)c1cccc(F)c1	-4.4
Cn1nnc(NCc2cc(Br)ccc2OCc2ccccc2F)n1	4.4
C=C1CN=C(NC2CCCCC2)S1	-3.0
COc1ccc(-c2ccc3c(N)c(C#N)sc3n2)cc1	-2.3
CCn1nc(C)c2c(-c3ccccc3)cc(=O)n(C(C)C(=O)NCc3ccccc3OC)c21 (configuration not stated)	-1.6

Some of the entries so far, with each value named:
> CC(=O)c1cccc(NC(=O)c2onc3c2CCCC3)c1
  RBX1-CUL1 inh: 4.2
> CNc1ccc(C(=O)N2CCC(CCn3cccn3)CC2)cn1
  RBX1-CUL1 inh: 0.5
> O=C(NCC12CC3CC(CC(C3)C1)C2)c1cc2nc(-c3ccccc3)cc(C(F)(F)F)n2n1
  RBX1-CUL1 inh: 8.6

Further records
Molecule	RBX1-CUL1 inh
O=C(COc1cc(Cl)ccc1Cl)NNC(=O)Nc1ccc(Cl)cc1	1.5
Cn1c(=O)c2c(-c3ccccc3)n3c(c2n(C)c1=O)C(c1cccc([N+](=O)[O-])c1)Nc1ccccc1-3 (configuration not stated)	12.0
CC(C)c1cc(C(C)C)c(S(=O)(=O)n2cnc3ccccc32)c(C(C)C)c1	-2.9
CCCn1c(=O)c2c(nc3n(CCC)c(C)cn23)n(C)c1=O	12.0
CC1=C(C#N)C(=O)N(CCO)C(=O)/C1=C\c1ccc(-c2ccccc2)o1	-12.2
CCC(N)(CC)c1cn(CC2CCCN(S(C)(=O)=O)C2)nn1 (configuration not stated)	-9.1
CC1(C)CC(=O)CC(=Nc2cc(C(=O)c3ccccc3)ccc2N)C1	4.1
O=C1CN(C(=O)Cc2ccc(F)cc2)C(c2ccccc2)c2cc(Cl)ccc2N1 (configuration not stated)	1.2
CCCC(=O)NC(=S)Nc1ccc(N(C)C(C)=O)cc1	9.4
CCOc1ccc(N2CC(c3nc4ccccc4n3CCCCOc3ccc(OC)cc3)CC2=O)cc1 (configuration not stated)	6.3
Nc1nnc(Cc2nnc(N)s2)s1	-2.0
Cc1cc(C)c([N+](=O)[O-])c(C)c1C1C2=C(CC(C)(C)CC2=O)OC(=N)C1C#N (configuration not stated)	10.7
CC(C)Sc1c(S)cnn(C)c1=O	4.8
O=C1Cc2ccccc2Sc2ccccc21	-7.6
CCOC(=O)c1ccccc1NC(=O)N1CCOc2ccc(Cl)cc21	9.9
COc1ccc(CCNC(=O)C2CC(=O)N(c3ccc(Br)cc3)C2)cc1OC (configuration not stated)	6.7
CCOc1ccc(-c2nonc2NC(=O)c2oc3ccc(F)cc3c2C)cc1	0.3
CC1=NC(SCC(=O)Nc2ccccc2)=C(C#N)C(c2cccs2)C1C(=O)Nc1ccccc1 (configuration not stated)	-4.8
CC(=O)NCCC(=O)NC(C)c1cnc(N2CCCCCCC2)nc1C (configuration not stated)	-5.8
Cc1ccccc1C(CC(=O)N(C)Cc1ccncn1)c1ccccc1 (configuration not stated)	-4.3
CC(=O)C1=NN(c2ccccc2)C(c2ccc(N(C)C)cc2)N1c1ccc(Cl)c(Cl)c1 (configuration not stated)	-1.1
CCc1cccc(NC(=O)c2ccc(CN3C(=O)C(C)=C(c4ccc(OC)cc4)S3(=O)=O)cc2)c1	-4.2
CCN(CC)C(=O)c1c(NC(=O)c2cccc(C)c2)sc2c1CCC(C)C2 (configuration not stated)	1.0
C(=N/Nc1nc2ccccc2s1)/c1ccc2c(c1)OCO2	-3.1
Cc1ccsc1/C=N/NC(=O)Nc1ccccc1	-8.2

4 of the compounds above, as labelled records:
Nc1nnc(Cc2nnc(N)s2)s1
  RBX1-CUL1 inh: -2.0
Cc1cc(C)c([N+](=O)[O-])c(C)c1C1C2=C(CC(C)(C)CC2=O)OC(=N)C1C#N (configuration not stated)
  RBX1-CUL1 inh: 10.7
CC(C)Sc1c(S)cnn(C)c1=O
  RBX1-CUL1 inh: 4.8
O=C1Cc2ccccc2Sc2ccccc21
  RBX1-CUL1 inh: -7.6

The list continues.
Molecule	RBX1-CUL1 inh
Cc1cc(-c2ccccc2)o[n+]1C(c1ccccc1)c1ccccc1	-11.6
Cc1ccccc1N1CCN(S(=O)(=O)c2ccccc2)CC1	1.4
O=C(COc1ccc(Cl)cc1Cl)NNC(=O)c1ccc(-c2ccccc2Cl)o1	8.6
CCc1ccc(S(=O)(=O)c2c(C(=O)c3ccc(C)c(C)c3)cnc3ccccc23)cc1	-1.3
COc1cc(/C=C2\SC(=Nc3ccc(O)cc3)NC2=O)ccc1O	-3.4
CS(=O)(=O)N1CCc2cc(C(=O)N3CCN(c4ccccc4F)CC3)ccc21	1.0
O=C(CSC1=NCCN1)C1COc2ccccc2O1 (configuration not stated)	4.4
Nn1nc(-c2ccccc2)nc1-c1ccccc1	-4.1
CC1CCN(C(=O)Cn2c(SCC(=O)Nc3ccc(F)cc3)nc3ccccc32)CC1	1.0
CC1=NN(c2ccccc2)C(=O)C1C#N (configuration not stated)	3.6
COCC(=O)Nc1ccc2ccccc2c1	2.5
Cc1ccc(C(=O)c2cn(CC(=O)Nc3ccc4c(c3)OCCO4)c3nc(C)ccc3c2=O)cc1	4.6
Cc1ccc(S(=O)(=O)Oc2cc(C)n(C)c(=O)c2)cc1	1.1
CCN1CCCC1CNC(=O)CCC1CCN(C(=O)c2ocnc2C)CC1 (configuration not stated)	1.8
Cc1ncc2c(c1CNC(=O)/C=C/c1ccccc1)CCN(C(=O)CCc1c[nH]c3ccccc13)C2	-1.8
COc1ccc(-n2ccnc2[C@@H]2C[C@H]3CN(c4ccccc4)C(=O)[C@]34CCCN24)cc1	4.8
COCC(=O)Nc1cnn(-c2cccc(C(=O)N3CCN(c4cccc(C(F)(F)F)c4)CC3)c2)c1	-4.5
O=C(c1cn(CCC2CCCCC2)nn1)N1CCCCC1c1nccs1 (configuration not stated)	-0.6
O=c1oc2ccc(Cl)cc2cc1C1=Nn2c(nc3ccccc3c2=O)SC1	4.2
COc1cc(/C=C/C(=O)c2c(O)ccc3c(C)cc(=O)oc23)ccc1O	-1.8
COc1ccccc1NC(=O)c1cc(Br)ccc1Br	0.1
CC1(C)CC(=O)C2C(=Nc3ccccc3N(C(=O)C(F)(F)F)C2c2ccc(-c3ccc([N+](=O)[O-])cc3)o2)C1 (configuration not stated)	-10.1
CC(=O)C1=NN(c2ccccc2)C(c2ccccc2)N1c1ccc(Cl)cc1 (configuration not stated)	-2.7
O=C(Nc1ccc(F)c(Cl)c1)C1CCN(Cc2ccccc2)CC1	5.0
CCCSc1nc2sc3c(c2c(=O)n1-c1ccc(OC)cc1)CCCC3	-9.5
CCOC(=O)C1CCCN(Cc2nc(NCc3ccc(C)o3)c3ccccc3n2)C1 (configuration not stated)	0.2
CC1CCc2c(sc3nnn(CC(=O)Nc4c(C(C)C)cccc4C(C)C)c(=O)c23)C1 (configuration not stated)	2.2
COc1ccccc1CNC(=O)CSc1nc(-c2ccc(OC)c(OC)c2)cc(C(F)(F)F)n1	1.5
CCc1ccc2nc(Cl)c(C3C4=C(CCCC4=O)OC(=N)C3C#N)cc2c1 (configuration not stated)	1.2
Cc1ccc(-n2c(SCC(=O)NNC(=O)Cc3ccccc3)nc3sc4c(c3c2=O)CCCC4)cc1	-2.1
CCOC(=O)c1c(C)[nH]c(C)c1S(=O)(=O)N1CCC(C(=O)NCc2ccc(C)cc2)CC1	-2.6
CC(=O)c1nn(-c2ccc(OC(F)(F)F)cc2)nc1Nc1ccc(Cl)cc1	-11.6
CON(C)c1nc(Cl)nc(N(C)C)n1	-1.4
CN(C)c1ccc(C(C#N)(C#N)c2ccc(N(C)C)cc2)cc1	-13.3
O=c1oc2ccccc2cc1-c1ccc(N=Cc2cc3c(cc2Br)OCO3)cc1	-2.3
COc1cc(/C=C2/N=C(c3ccco3)OC2=O)ccc1OC(=O)C(C)C	5.6
CCC(=O)Nc1ccc2nc(SCC(=O)N3CCN(C)CC3)sc2c1	3.0
O=C1N(CC2CC2)CCCC1(O)CN1CCC(O)(c2ccccc2)CC1 (configuration not stated)	-5.5
CCOc1ccc(CCNC(=O)c2ccc(-n3c(C)cc4c3CCCC4)cc2)cc1OCC	-1.0
CCC(=O)NC(=S)Nc1ccc(OC)cc1OC	-4.3
CC(=O)c1ccc(NC(=O)CCn2cccn2)cc1	-0.7
Cc1cc(C)cc(NC(=O)CN2CCN(c3ccccc3F)CC2)c1	1.6
COc1ccc(C(=O)C(C)Sc2nc3ccccc3[nH]2)cc1 (configuration not stated)	2.9
Cc1ccccc1-c1cnnc(NCCCN2CCCC2=O)n1	2.7
O=C(N/N=C/c1ccc(Br)cc1O)c1n[nH]c2c1CCC2	10.8
Cn1c(NCc2ccccn2)nc2c1c(=O)n(Cc1ccccc1F)c(=O)n2C	5.3
CCc1ccc(OC(C)c2nnc(SCC(=O)Nc3ccccc3C)n2C)cc1 (configuration not stated)	-2.5
COc1c(Cl)cc(Cl)cc1/C=N/NC(=O)CSc1nnnn1-c1ccccc1	-2.5
Cc1cccc(-c2nn3c(-c4ccccn4)nnc3s2)c1	2.5
CC(C)[C@H](CO)NC(=O)c1cc2ccc1CCc1ccc(cc1)CC2	3.7

New compounds follow:
Molecule	RBX1-CUL1 inh
Cc1ccc(NC(=O)c2cccnc2)c(O)c1	2.9
COc1cc(C2c3c(n[nH]c3-c3ccc4c(c3)OCO4)OC(=N)C2C#N)cc(Cl)c1O (configuration not stated)	-2.3
COC(=O)C1=c2s/c(=C/c3ccccc3F)c(=O)n2C(=N)C(C(=O)OC)C1c1ccccc1F (configuration not stated)	5.9
O=C(NC1(C(F)(F)F)C(=O)N=C2C1C(=O)NC(=O)N2c1ccc(F)cc1)c1cccc(Cl)c1 (configuration not stated)	-1.7
Cc1ccccc1CC(C1CCN(C(=O)c2ccc3ccccc3c2)CC1)N(C)C(=O)Cn1cccn1 (configuration not stated)	6.0
CN(C)c1cc[n+](Cc2ccccc2)cc1	-10.6
CC12CC3(C)CC(C)(C1)CC(C(=O)NCC(=O)Nc1ccc(F)cc1F)(C2)C3	7.6
COc1ccc(-c2csc3ncn(Cc4cccc(Cl)c4)c(=O)c23)cc1	-5.9
CC(C)CC(C(=O)NCC1CCCO1)N1C(=O)c2cc(Cl)c(Cl)cc2C1=O (configuration not stated)	-12.8
Cc1ccc2nc3c(cc(C(=O)N4CC(C)OC(C)C4)n3C)c(=O)n2c1 (configuration not stated)	6.4
CCOC(=O)c1cn(CC#N)c2cc(F)c(F)cc2c1=O	3.1
CCC1C(=O)C=C2N(C1=O)c1ccccc1C2(C)C (configuration not stated)	9.4
Cn1nnc2c(N3CCN(c4ccccc4)CC3)ncnc21	-4.9
COc1cccc(OCc2cc(C(=O)N3CCCCO3)no2)c1	5.1
O=[N+]([O-])c1ccccc1N/N=C/c1ccc2c(c1)OCO2	-0.9
COc1cccc(C2C(C(=O)Nc3ccccc3OC)C(C)=Nc3nc(-c4ccco4)nn32)c1 (configuration not stated)	-1.8
Cc1nn(Cc2ccccc2)c(C)c1/C=C/c1onc(C)c1[N+](=O)[O-]	-0.6
